High-throughput results: PubChem, several laboratories
CHOP inh: inhibitors of CHOP promoter induction, primary screen, cell-based, unfolded protein response, luciferase reporter | CHO-K1 CHOP-promoter luciferase, tunicamycin-induced, 15-18 h | inhibition, % at 10 µM | AID 2732, 2010 | 220,000 tested, 3.8% active;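 active = compounds that reduced the stress-induced luciferase reporter signal by more than about 70% of percent inhibition, limit read from the data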;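 note: 0% = tunicamycin plus vehicle and 100% = wells without tunicamycin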
EP2 modulator: EP2 receptor modulators, cAMP readout, primary screen, cell-based, HTRF cAMP, PGE2 stimulation; Prostaglandin E2 receptor EP2 subtype (Homo sapiens), P43116; EP2-expressing cells, cAMP HTRF FRET, PGE2 co-stimulation; induction, % at 25 µM; 260,000 tested, 0.83% active;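 active = compounds whose cAMP rise, as percent of the full-agonist control response, exceeds 60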;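 note: rat C6 glioma line stably carrying human EP2 under a CMV promoter; the protocol text gives 20 µM as final concentration; 100% = response of wells given 1 µM PGE2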
Target sequence (P43116 whole entry, looked up): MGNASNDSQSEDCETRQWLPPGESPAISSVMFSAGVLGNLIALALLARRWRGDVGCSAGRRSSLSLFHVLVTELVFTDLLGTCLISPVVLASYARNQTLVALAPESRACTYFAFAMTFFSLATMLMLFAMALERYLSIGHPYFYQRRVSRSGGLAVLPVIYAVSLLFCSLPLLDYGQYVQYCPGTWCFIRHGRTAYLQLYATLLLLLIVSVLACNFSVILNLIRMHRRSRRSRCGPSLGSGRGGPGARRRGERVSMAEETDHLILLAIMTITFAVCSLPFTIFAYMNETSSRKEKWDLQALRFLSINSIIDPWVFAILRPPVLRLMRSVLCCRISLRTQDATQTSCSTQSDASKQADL
NPY Y1 blocker: NPY-Y1 receptor antagonists, primary screen, cell-based. Neuropeptide Y receptor type 1 (Homo sapiens), P25929. HEK293-CNG Y1 cells, membrane potential fluorescence; NPY at EC95, then isoproterenol. inhibition, % at 3.6 µM. 200,000 tested, 1% active;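 active = inhibition above the campaign mean inhibition of all tested compounds plus 3 SD, cut at about 20% in these data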;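 note: 0% = DMSO wells given NPY plus isoproterenol and 100% = isoproterenol alone without NPY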
Target sequence (P25929 whole entry, looked up): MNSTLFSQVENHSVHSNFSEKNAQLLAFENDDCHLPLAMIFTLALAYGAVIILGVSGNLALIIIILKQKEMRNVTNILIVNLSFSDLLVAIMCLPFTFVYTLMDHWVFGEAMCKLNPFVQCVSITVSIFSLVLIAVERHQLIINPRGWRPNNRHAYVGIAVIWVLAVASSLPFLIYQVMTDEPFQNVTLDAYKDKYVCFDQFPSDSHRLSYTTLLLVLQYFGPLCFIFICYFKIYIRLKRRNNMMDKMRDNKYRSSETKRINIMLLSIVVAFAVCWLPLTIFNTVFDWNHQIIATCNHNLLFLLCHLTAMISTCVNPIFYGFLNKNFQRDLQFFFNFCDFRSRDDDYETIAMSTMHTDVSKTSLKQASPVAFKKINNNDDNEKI
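Test system: HEK293 cells co-expressing NPY Y1 receptor and cyclic-nucleotide gated channel; Also added: NPY (25 nM), isoproterenol (1 µM), Ro 20-1724 (25 µM); Compound dosing: one concentration, 3.6 µM, in 0.4% DMSO; Timing: dye 3 h, compound 60 min room temperature, stimulation 45 min; Technique: Membrane-potential fluorescent dye readout.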
14-3-3 Bad PPI: inhibitors of 14-3-3 zeta/Bad binding, primary screen, biochemical, TR-FRET, bovine 14-3-3 zeta; 14-3-3 protein zeta/delta (Bos taurus), P63103; TR-FRET 14-3-3zeta/Dy647-pBad peptide displacement, 1 h; inhibition, % at 21.7 µM; 220,000 tested, 0.71% active; AID 781, 2007;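 active = inhibition above about 70%, limit read from the data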;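 note: 0% = full 14-3-3 plus peptide FRET controls and 100% = background without 14-3-3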
Target sequence (P63103 whole entry, looked up): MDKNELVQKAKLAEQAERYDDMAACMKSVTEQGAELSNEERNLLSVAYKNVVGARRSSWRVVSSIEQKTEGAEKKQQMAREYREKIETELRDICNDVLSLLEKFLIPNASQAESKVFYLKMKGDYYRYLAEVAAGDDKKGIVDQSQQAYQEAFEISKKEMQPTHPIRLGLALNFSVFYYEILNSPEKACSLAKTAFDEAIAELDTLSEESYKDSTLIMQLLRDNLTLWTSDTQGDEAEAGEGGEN
NPY1 pot ag: NPY-Y1 receptor potentiators or agonists, primary screen, cell-based; Neuropeptide Y receptor type 1 (Homo sapiens), P25929; NPY-Y1 expressing cells, potentiator/agonist activation; activation, % at 3.6 µM; 220,000 tested, 0.37% active; in the data active = activation above about 33%, passing the limit was not always enough;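 note: cells stimulated with NPY at EC10 then isoproterenol at EC100; 0% = low agonist plus stimulus and 100% = saturating agonist plus stimulus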
TRPML3 agonist: human TRPML3 channel agonists, primary screen, cell-based, HEK293 TRPML3-YFP, Fluo-8 calcium fluorescence, 3 µM; 220,000 tested, 0.29% active; Mucolipin-3 (Homo sapiens), Q8TDD5; 100% = the carbachol control signal; activation, % at 3 µM;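 active = activation above its plate's cutoff, the mean activation of the plate's test wells plus 3 SD, cut at about 12% in these data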;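 note: 0% = DMSO only wells and 100% = carbachol wells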
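Test system: TRPML3-YFP stable HEK293 cells. Doses: single point at 3 µM. Incubation: dye loading 1 h 37 °C then 30 min ambient, 125 s read. Signal: Fluo-8 calcium dye fluorescence, ex 470-495, em 515-575 nm. Measure: percent activation from peak-to-basal fluorescence ratio, scaled between DMSO and carbachol.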
TRPN1 ag: zebrafish TRPN1 channel agonists, primary screen, cell-based, HEK293, calcium fluorescence; HEK293 zebrafish TRPN1-YFP, Fluo-8 calcium fluorescence; 100% = response to 87 µM carbachol; activation, % at 3 µM; 220,000 tested, 0.18% active; AID 1424, 2008;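 active = activation above its plate's cutoff, the mean activation of test wells on that plate plus 3 SD, cut at about 19% in these data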;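 note: 0% = DMSO alone and 100% = 87 µM carbachol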
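Assay system: Zebrafish TRPN1-YFP in HEK293 cells | Incubation: Dye loading 1 h at 37 °C, then 30 min room temperature | Measured by: Kinetic Fluo-8 fluorescence, ex 470-495, em 515-575 nm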
PPC-1+TRAIL kill: compounds killing PPC-1 cancer cells with TRAIL present, primary screen, TRAIL potentiator project, ATPLite luminescence, uHTS. PPC-1 cells + TRAIL, ATPLite viability luminescence. cell killing (% activity), % at 4 µM. 220,000 tested, 0.41% active. AID 1443, 2008;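 active = cell killing above 50% in the first pass at 4 µM, then a duplicate retest at 5 µM averaging 50% or more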;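 note: plate controls were cells with TRAIL plus DMSO for no effect and medium-only wells lacking cells for full effect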
PGE2 EP2 inh: human EP2 receptor antagonists, primary screen, TR-FRET cAMP, C6 glioma cells; Prostaglandin E2 receptor EP2 subtype (Homo sapiens), P43116; C6 glioma cells expressing human EP2; cells stimulated with saturating PGE2; inhibition, % at 25 µM; 260,000 tested, 0.52% active; AID 1422, 2008;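 active = percent inhibition above 40 after rounding to a whole number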;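 note: rat C6 glioma host cells with rolipram phosphodiesterase inhibitor present; the protocol text gives 20 µM as final concentration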
Starred values were filed as active, the others as inactive; . = not tested or not shown; & = joins results of further samples; [ ] = dose if it differs, or a comment. The list is partial. The share of hits here may be higher or lower than overall.

SMILES | CHOP inh | EP2 modulator | NPY Y1 blocker | 14-3-3 Bad PPI | NPY1 pot ag | TRPML3 agonist | TRPN1 ag | PPC-1+TRAIL kill | PGE2 EP2 inh
CN(C)C(/C=C/Nc1ccc([N+](=O)[O-])cc1)=C(C#N)C#N | 2 | -30 | 0 | -1 | 14 | 0.6 | 1.9 | 15 | 5
COc1cccc(NC(=O)CN(C)C(C)C(=O)Nc2ccc(S(=O)(=O)N3CCOCC3)cc2)c1 (configuration not stated) | 9 | 7 | . | 0 | -7 | 0.0 | 2.2 | 10 | 0
C=CCOc1cccc(C2/C(=C(/O)c3ccc(F)cc3)C(=O)C(=O)N2CCN2CCOCC2)c1 (configuration not stated) | 13 | 6 | -2 | 20 | -19 | 0.4 | -0.1 | 10 | 11
COC(=O)c1ccc(NC(=O)CCN2CCCCC2)cc1 | 42&-9 | 12&-8 | 4&3 | 14&-8[fluorescence artefact?] | -9&13 | 0.9&0.3 | 1.8&1.6 | 5&10 | 4&12
Cc1ccc(S(=O)(=O)N2CCN(c3cnn(-c4ccccc4)c(=O)c3Cl)CC2)cc1 | -15 | -14 | 1 | 11 | 11 | 1.1 | 1.1 | 12 | 10
CC(C)(C)C(=O)[C@@H]1[C@@H]2C(=O)N(c3ccc4c(c3)OCCO4)C(=O)[C@@H]2C2c3ccccc3C=CN21 (some centres not stated) | -9 | -2 | -3 | -7 | 4 | 1.1 | 2.1 | -7 | 14
CCc1ccc(C(=O)CSc2nc3ccccc3c(=O)[nH]2)cc1 | 95* | -40 | 17 | 1 | -17 | -1.1 | -0.9 | 5 | 6
O=C(NCCCN1CCCC1)c1cc2c(Cl)nc3ccccc3c2s1 | 24 | -49 | 0 | -1 | -1 | 1.2 | 0.9 | 46 | 7
COC(=O)C(C)n1cnc2c(nnn2Cc2ccc(Cl)cc2)c1=O (configuration not stated) | 8 | 11 | -1 | 2 | 2 | 0.7 | 2.5 | 29 | 11
CCC(C)N1C(=O)S/C(=C/c2ccc3c(c2)n(C)c(=O)n3C)C1=O (configuration not stated) | 60 | 9 | 3 | -22 | -12 | -1.0 | 0.2 | 24 | 6
C#CCCOC(=O)N1C2=NC(C(=O)OC)=C(C(=O)OC)[C@@H]3N(C)c4ccccc4[C@]23C[C@H]1C(=O)OC | 28 | -13 | . | 1 | . | . | . | 7 | 10
Cc1ccc(C(=O)CSc2nnc3c4ccccc4nc(Cc4ccccc4)n23)cc1 | 45 | 39 | 2 | -20 | -7 | 0.8 | 0.4 | 25 | 5
O=C(COC(=O)c1cccc(Br)c1)Nc1cccc2c1C(=O)c1ccccc1C2=O | 24 | -15 | -5 | 23 | 3 | 1.1 | 0.4 | 21 | 12
Cc1cccc(OCC(=O)OC2CCN(C)CC2)c1 | 29 | -15&30 | -1 | 16 | -6 | 0.6 | -0.7 | 36 | 11&13
Cc1cc(C)c(-c2noc(C(=O)OC(C)(C)C)c2C(=O)OC(C)(C)C)c(C)c1 | 24 | 9 | -1 | 9 | 7 | 0.3 | -0.6 | 28 | 7
Cc1cc(OCC(F)(F)C(F)(F)C(F)(F)C(F)(F)C(F)(F)C(F)F)nc(N)n1 | 91* | -14 | 0 | -8[fluorescence artefact?] | 62* | 0.7 | 0.7 | 3 | 15
Cc1nc2nc(-c3cccnc3)[nH]n2c(=O)c1C | 4 | 6 | 8 | -9 | -9 | 0.1 | 9.5 | -6 | .
CCSCCOC(=O)C1=C(C)NC2=C(C(=O)CCC2)C1c1coc2ccccc2c1=O (configuration not stated) | 11 | 15 | -2 | -7 | 6 | -0.7 | 0.9 | 4 | 14
CCCCc1ccc(-c2ccc(Br)cc2)nc1 | 41 | 13 | 0 | -1 | -27 | 0.4 | 0.1 | 22 | 5
COC(=O)c1ccc(NC(=O)CSc2ccccc2)cc1 | 20 | -32 | 10 | -27 | 4 | -0.3 | -1.6 | 4 | 13
c1ccc(Nc2ccccn2)nc1 | -1 | 16 | . | -2 | 10 | 0.5 | 0.7 | 8 | 10
C#CCO[C@@H]1C[C@H](n2ccc(NC(=O)c3ccccc3)nc2=O)O[C@@H]1CO | 11 | -5 | . | -1 | . | . | . | 9 | 11
CCn1nnnc1NCc1ccc(OCc2ccc(F)cc2Cl)c(OC)c1 | -1 | -14 | 1 | 3 | -14 | 0.5 | 1.3 | 14 | 8
COc1ccc(/C=C/C(=O)NCCSCc2ccco2)cc1OC | -3 | -37 | . | 0 | -13 | 1.3 | 1.2 | 6 | 4
COc1cc(CC(=O)Nc2nc(C)cs2)cc(OC)c1OC | -11 | -23 | -3 | -14 | 9 | 1.0 | 3.2 | 4 | 6
CCOc1ccc(OCC)c(-c2c(=O)n(OCc3ccccc3Br)c3ccccc3[n+]2[O-])c1 | 26 | 64* | 11 | 8 | 7 | -1.0 | -2.5 | 8 | 5
COc1cc(NC(=O)COC(=O)/C=C/c2ccc(O)c(OC)c2)cc(OC)c1 | -5 | -45 | -1 | -5 | -2 | -1.4 | -1.7 | 14 | 3
Cc1ccc(C(=O)NCC(=O)OCC(=O)NC(C)c2ccccc2)s1 (configuration not stated) | 23 | 34 | 1 | -4 | -4 | -0.5 | -0.8 | 8 | 3
Cc1cc(-n2ccnc2)n2c(nc3ccccc32)c1C#N | 8 | 20 | 6 | 5 | -13 | 0.9 | -0.6 | 1 | 11
O=C(CSCCN1C(=O)c2ccccc2C1=O)Nc1ccc2ccccc2c1 | 10 | -16 | 1 | 6 | -14 | 0.6 | -0.9 | 16 | 7
O=C(Nc1nccs1)c1ccc(COc2ccccc2Br)o1 | 26 | -19 | 5 | -7 | -15 | -1.3 | -1.0 | 7 | 12
COc1ccc(N2CCN(C(=O)CCNS(=O)(=O)c3ccccc3)CC2)cc1 | 5 | 4 | 2 | -6 | 10 | 1.1 | 0.1 | 7 | 7
C#CCNC(=O)C1=C[C@H](c2ccc(C(F)(F)F)cc2)C[C@H](OCc2ccc(CO)cc2)O1 | 22 | -15 | 6 | 5 | -13 | 1.2 | 1.2 | 12 | 7
Cc1ccc(S(=O)(=O)N(C)C)cc1NC(=O)c1ccc2ccccc2n1 | -9 | 10 | . | 4 | -36 | -0.6 | 0.4 | -4 | 10
Cc1ccc(C(=O)c2c[nH]c3c(F)cc(F)cc3c2=O)cc1 | 10 | 0 | -1 | 6 | 11 | 0.7 | 1.0 | 2 | 2
COc1ccc(Oc2ccc(N/C=C/C(=O)C(C)(C)C)cc2)cc1 | 25 | -6 | 5 | -4 | -18 | 0.4 | 0.1 | -3 | -1
COc1ccc(S(=O)(=O)Nc2ccc(N(C)C(C)=O)cc2)cc1 | 24 | 16 | -5 | 11[fluorescence artefact?] | 2 | 0.3 | 0.1 | 22 | 2
CCN1CCc2c(OCc3ccc(C(=O)OC)o3)cccc2C1=O | 6 | 9 | 6 | -13 | 6 | 0.5 | -0.6 | 7 | 3
Cc1cc(SCC(=O)N/N=C/c2ccc(O)c(O)c2O)c(C)cc1Br | 58 | -3 | -2 | 2[fluorescence artefact?] | 1 | 0.4 | -0.2 | 15 | 5
O=C(Nc1c(-c2ccccc2)nc2ccccn12)c1cccs1 | -2 | 15 | -1 | -20[fluorescence artefact?] | -1 | 0.3 | -0.6 | 29 | 7
CCCC(=O)NC(C)c1nc2ccccc2n1C(C)C (configuration not stated) | 10 | -6 | 5 | 5[fluorescence artefact?] | -2 | 0.0 | -0.4 | 20 | 9
CCOC(=O)C1=C(C)NC(=O)C(C(N)=O)C12CCCCC2 (configuration not stated) | -17 | 1&-4 | -1 | 3 | 14 | -0.3 | 0.8 | -12 | 24&6
CCOC(=O)C1CCCN(c2cc(=O)n(-c3ccccc3Cl)c(=O)[nH]2)C1 (configuration not stated) | -18 | 10 | -1 | 1 | 32 | 0.2 | 0.1 | 19 | 4
COCCn1c(C)cc(C2=NNC(=Nc3ccc(F)cc3)SC2)c1C | -7 | -25 | 3 | 39 | 19 | 0.2 | 0.0 | 12 | 6
CCOC(=O)C1=C(CNC(C)(C)CC(C)(C)C)NC(=O)NC1c1cccc([N+](=O)[O-])c1 (configuration not stated) | 64 | -8 | 15 | 8 | -4 | -0.5 | -2.2 | 3 | 4

Some values from above.
CCOC(=O)C1=C(CNC(C)(C)CC(C)(C)C)NC(=O)NC1c1cccc([N+](=O)[O-])c1 (configuration not stated) in TRPN1 ag has -2.2
O=C(Nc1c(-c2ccccc2)nc2ccccn12)c1cccs1 in TRPML3 agonist has 0.3

The list continues.
SMILES | CHOP inh | EP2 modulator | NPY Y1 blocker | 14-3-3 Bad PPI | NPY1 pot ag | TRPML3 agonist | TRPN1 ag | PPC-1+TRAIL kill | PGE2 EP2 inh
CCOc1ccc(NC(=O)C(C)SC(N)=O)cc1 (configuration not stated) | 27 | 15 | -16 | 7 | 15 | 0.6 | 0.2 | 18 | 23
Cc1ccc(C(=O)N/C(=C/c2ccc(-c3ccc(Br)cc3)o2)C(=O)NC2CCS(=O)(=O)C2)cc1 (configuration not stated) | 65 | 22 | 1 | -7 | -17 | 0.5 | -1.0 | -6 | 8
O=C1/C(=C/c2ccc(C(=O)O)cc2)CCC/C1=C\c1ccc(C(=O)O)cc1 | 10 | 7 | 7 | 15 | -12 | -0.1 | -0.1 | 26 | 7
Cc1ccsc1/C=C/c1ccc2cccc(O)c2n1 | 38 | -29 | 2 | 0 | -35 | -0.4 | -1.6 | 29 | 4
C/C(=N/NC(=O)CNS(=O)(=O)c1ccc(C)cc1)c1cccc([N+](=O)[O-])c1 | 8 | -11 | -2 | -3 | -13 | 0.5 | 0.2 | -1 | 2
CCNC(=O)COC(=O)/C=C/c1cccc(F)c1 | 0 | 6 | 5 | -3 | -5 | 0.8 | -0.6 | -5 | 7
Cc1cccc(NC(=S)NC23CN4CN(CN(C4)C2)C3)c1 | -15 | -10 | 0 | -8 | 0 | 0.5 | -0.6 | 11 | 4
CCCCn1c(=O)nc2n(-c3ccc(C)cc3)c3ccccc3cc-2c1=O | 15 | 47 | 7 | 9 | 7 | -0.3 | -0.6 | 6 | 3
O=C(Cc1ccccc1)Nc1nc(=O)c2ccccc2s1 | 20 | 3 | 5 | -2 | -1 | -0.9 | -0.5 | 15 | 8
